RXFP1 ag – qHTS Assay for Agonists of the Relaxin Receptor RXFP1; Relaxin receptor 1 (Homo sapiens), Q9HBX9; HEK293T-RXFP1 cAMP TR-FRET, 30 min; response scale: percent of porcine relaxin response, buffer zero; Potency, µM (series often up to 57.5 µM), for the others: top-dose activation, actives largely listed as activators; 370,000 tested, 0.3% active; note: potency is the fitted concentration of half-maximal effect; % is set by controls: 0 for no effect and ±100 for the full control effect; nearly all actives have a fitted effect of over 60% in size; many of its hits are not listed in these tables
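HEK293 cells stably expressing RXFP1, treated 30 min at 37C with compounds plus PDE4 inhibitor Ro 20174; cAMP measured by HTRF TR-FRET. Normalized to buffer and 29 nM porcine relaxin; EC50 by Hill fit.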
TRHR PAM – qHTS for Small Molecule Agonists and Allosteric Enhancers of Human TRH Receptor: Primary Screen for Enhancers; Thyrotropin-releasing hormone receptor (Homo sapiens), P34981; enhancement, % at 2 µM; TRHR cells, fluo-8 calcium fluorescence, EC20 TRH enhancement; AID 493056, 2011; 360,000 tested, 0.66% active; in the data active = enhancement above about 30%; note: 0% is about no effect
Target sequence (P34981 whole entry, looked up): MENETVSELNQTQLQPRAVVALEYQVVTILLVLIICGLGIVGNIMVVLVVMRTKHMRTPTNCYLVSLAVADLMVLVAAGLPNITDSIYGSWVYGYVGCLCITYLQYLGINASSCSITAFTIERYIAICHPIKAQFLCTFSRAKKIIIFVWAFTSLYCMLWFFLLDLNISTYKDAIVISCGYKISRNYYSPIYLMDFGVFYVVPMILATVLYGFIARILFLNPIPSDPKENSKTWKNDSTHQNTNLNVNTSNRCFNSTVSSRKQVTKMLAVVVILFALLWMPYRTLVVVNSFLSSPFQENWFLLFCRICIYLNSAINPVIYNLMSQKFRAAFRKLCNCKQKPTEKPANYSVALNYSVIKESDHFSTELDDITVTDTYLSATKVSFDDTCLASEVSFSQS
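TRHR-expressing cells loaded with fluo-8 calcium dye were read kinetically (ex 480/em 530) during compound addition, then stimulated with an EC20 of TRH (10 nM final). Enhancement of the Gq-mediated intracellular calcium response was scored.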
RXFP1 antag – qHTS Assay for Antagonists of the Relaxin Receptor RXFP1; 350,000 tested, 0.59% active; HEK293-RXFP1, relaxin-stimulated cAMP HTRF, 30 min; hits give low values; activity change, negative = inhibition, % at 57.5 µM; AID 1259400, 2018;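 active = activity change of -60% or lower, but not beyond a set lower limit; inconclusive = change between -60% and -40%, or beyond the set limit; inactive = change above -40%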; note: % is set by controls: 0 for no effect and ±100 for the full control effect
D1 agonist – Allosteric Agonists of the Human D1 Dopamine Receptor: qHTS | AID 504660, 2011 | D(1A) dopamine receptor (Homo sapiens), P21728 | 360,000 tested, 1% active | HEK293 T-REx D1 cells, calcium flux, agonist mode | activation, % at 2 µM; in the data active = activation above about 30%; note: 0% is about no effect
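Tetracycline-induced HEK293 TREx D1 cells, force-coupled to calcium signalling, were dye-loaded with a no-wash calcium kit. Compound was pin-added after a 10 s baseline. Fluorescence was read kinetically at 1 cycle/s for 180 s, with calcium rises flagged as agonism.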
TRHR ag – qHTS for Small Molecule Agonists and Allosteric Enhancers of Human TRH Receptor: Primary Screen for Agonists; Thyrotropin-releasing hormone receptor (Homo sapiens), P34981; TRHR cells, calcium flux fluo-8, FDSS agonist mode; activation, % at 2 µM; 360,000 tested, 0.18% active; in the data active = activation above about 30%; note: 0% is about no effect
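TRHR-expressing cells, plated overnight in medium with 10% serum, were loaded with fluo-8 calcium dye at room temperature. After a 10 s baseline, library compound was pin-added and calcium release was recorded kinetically (ex 480/em 530) as agonist response.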
D2 PAM – HTS Assay for Positive Allosteric Modulators of the Human D2 Dopamine Receptor: Primary Screen for Potentiators; AID 485347, 2010; HEK293 T-REx D2, calcium flux, EC20 dopamine potentiation; 340,000 tested, 0.34% active; potentiation, % at 10 µM;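 active = potentiation over 3 SD above the plate norm, cut at about 30% in these data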; note: 0% is about no effect
Target sequence (P14416 whole entry, looked up): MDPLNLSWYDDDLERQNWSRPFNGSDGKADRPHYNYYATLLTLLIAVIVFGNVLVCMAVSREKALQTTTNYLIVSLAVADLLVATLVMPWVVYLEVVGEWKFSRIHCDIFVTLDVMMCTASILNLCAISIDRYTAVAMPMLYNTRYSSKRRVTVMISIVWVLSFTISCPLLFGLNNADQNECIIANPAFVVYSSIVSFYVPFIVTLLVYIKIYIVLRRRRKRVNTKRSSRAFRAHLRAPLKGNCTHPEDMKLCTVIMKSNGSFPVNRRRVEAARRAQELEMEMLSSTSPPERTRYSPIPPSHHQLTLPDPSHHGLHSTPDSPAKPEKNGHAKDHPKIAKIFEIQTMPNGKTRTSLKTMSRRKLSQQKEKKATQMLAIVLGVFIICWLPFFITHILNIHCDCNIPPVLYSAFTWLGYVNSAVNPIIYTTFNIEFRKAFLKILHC
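Cells plated with tetracycline inducer and held overnight at 30 C; calcium dye loaded 30–90 min at room temperature; baseline taken, compound added and read 180 s; EC20 dopamine then added and read 180 s.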
Anesthetic bind – qHTS Assay for Identification of Novel General Anesthetics. apoferritin/1-aminoanthracene competitive binding, fluorescence. Potency, µM (series often up to 77.5 µM), for the others: at the top dose activity change, negative = displacement, most hits filed as inhibitors. 350,000 tested, 0.074% active; note: potency is the fitted concentration of half-maximal effect; % is set by controls: 0 for no effect and ±100 for the full control effect; nearly all actives have a fitted effect of over 20% in size
Target sequence (P02791 2-175 limits assumed): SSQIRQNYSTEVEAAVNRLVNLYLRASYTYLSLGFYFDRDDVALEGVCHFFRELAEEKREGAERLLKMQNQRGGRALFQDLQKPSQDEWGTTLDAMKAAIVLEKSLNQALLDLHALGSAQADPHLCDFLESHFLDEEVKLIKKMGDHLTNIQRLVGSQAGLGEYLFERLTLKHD
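Read-out: endpoint 1-AMA fluorescence, excitation 380 nm and emission 535 nm, after compounds sit 10 min at room temperature with 10 uM horse-spleen apoferritin in 50% saturated 1-AMA/PBS. Values come from four-parameter Hill fits.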
D1 antag – Antagonist of Human D 1 Dopamine Receptor: qHTS; HEK293 TREx D1 cells, calcium flux, dopamine EC80; hits give low values; activity change, negative = inhibition, % at 10 µM; 360,000 tested, 3.2% active; AID 504652, 2011; in the data active = activity change below about -30%; note: % is set by controls: 0 for no effect and ±100 for the full control effect
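Kinetic fluorescence of a calcium dye serves as the read-out. D1-expressing Hek293 Trex cells, induced overnight at 30 C, are exposed to compound for 180 s before an EC80 dopamine addition, then read 180 s further.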
D1 potentiator – Potentiators of Human D1 Dopamine Receptor: qHTS | D(1A) dopamine receptor (Homo sapiens), P21728 | 360,000 tested, 0.036% active | HEK293 TREx D1 cells, calcium flux, dopamine EC20 potentiation | potentiation, % at 10 µM; in the data active = potentiation above about 30%; note: 0% is about no effect
Active calls of the source: *; ? = inconclusive; . = no result given; & = joins results of further samples; [ ] = remark or other dose. Unless noted, calls come from the whole dose curve; as a rule, active = well fitted curve in the direction sought with a large enough effect; inconclusive = small, poorly fitted or top-dose-only effect, or another doubt; inactive = no such curve, though single readings can be large; an effect the other way counts as inactive or inconclusive. Only part of the results is shown; the hit share may differ from the screen's.

SMILES	RXFP1 ag	TRHR PAM	RXFP1 antag	D1 agonist	TRHR ag	D2 PAM	Anesthetic bind	D1 antag	D1 potentiator
O=C(Nc1nc2c(s1)CCCC2)c1cccc(S(=O)(=O)N2CCCc3ccccc32)c1	0.6%	5	4	4	0.9	5	-6%	-15	-3
CCOC(=O)c1c(N)sc(C(O)(C(F)(F)F)C(F)(F)F)c1-c1ccc(F)cc1	2.5%	-2	-36	2	4.8	22	?	-26	-6
CC1CCCCN1C(=O)NC12CC3CC(CC(C3)C1)C2 (stereo not drawn)	-0.1%	-2	22	2	0.3	-1	-10%	7	3
CN1CCCN(Cc2ccc(Cl)cc2Cl)CC1	0.8%	0	-23	9	-1.1	-20	?	0	-8
O=C(c1cn(Cc2ccccc2)nc1-c1cccnc1)N1CCc2ccccc2C1	0.4%	-2	-3	-1	-0.1	-3	.	10	-3
O=S(=O)(Nc1ccc(-c2ccc(N3CCCC3)nn2)cc1)c1cc(F)ccc1F	-0.2%	5	-24	-1	-0.1	5	-14%	-6	0
CC(=O)c1c(C)nc(C)nc1NC(=O)C(C)C	0.9%	-1	0	1	-0.5	-7	-13%	10	4
Cc1cc(NC(=O)C(C)SCC(=O)OC(C)C(=O)Nc2ccccc2C)no1 (stereo not drawn)	-0.5%	0	1	4	-0.3	-13	-3%	-7	0
Cc1nn(CC(=O)NCc2ccco2)c(=O)c2nn(-c3ccccc3)c(C)c12	0.5%	6	-9	-1	0.2	4	-13%	3	-1
CCN(c1cccc(C)c1)S(=O)(=O)c1ccc2[nH]c(=O)c(=O)[nH]c2c1	0.3%	4	-3	-2	1.1	-4	-9%	-1	3
COCCNC(=O)c1onc(CSc2cccc(OC)c2)c1C(=O)NCCOC	0.4%	-5	.	1	0.7	-7	.	-11	-5
Cc1c(Cl)cccc1NC(=O)NCc1ccc(C)n1C	-0.3%	-4	2	0	0.1	6	0%	-2	2
CC1CCC(NC(=O)c2ccc(CS(=O)(=O)c3cccc(C(F)(F)F)c3)o2)CC1 (stereo not drawn)	0.2%	-13	.	17	0.7	-13	?	-5	-2
CCCCCn1c(=NC(=O)c2ccco2)c(C(=O)OCC)cc2c(=O)n3ccccc3nc21	2.7%	-6	2&-2	2	0.1	-9	131%[activator]	-2	9
COC(=O)C1=C(N)OC2=C(C(=O)CCC2)C1c1cccs1 (stereo not drawn)	1.5%	2	-10	1	-1.1	.	9%	7	-5
Cc1ccc2ccccc2c1Cn1c(-n2ccnc2)nc2c1c(=O)n(C)c(=O)n2C	4.0%	-10	-5	0	0.2	10	-13%	-7	-9
CCCn1c(C(C)NC(=O)c2ccccc2)nc2ccccc21 (stereo not drawn)	0.5%	3	16	0	-0.9	-12	-1%	-28	-3
CC(=O)Nc1ccc(/C=N/Nc2nc3ccccc3[nH]2)cc1	-0.2%	6	-5	5	-0.2	-1	-15%	12	3
N/C(=N\OC(=O)Cc1cccs1)c1ccc([N+](=O)[O-])cc1	2.7%	3	6	5	-1.2	-5	-9%	-14	-5
Cc1nnc(NC(=O)C2CCN(c3cnccn3)CC2)s1	1.1%	-5	1	0	0.2	6	-7%	6	-3

Compound profiles, from the list above. Order of values: RXFP1 ag, TRHR PAM, RXFP1 antag, D1 agonist, TRHR ag, D2 PAM, Anesthetic bind, D1 antag, D1 potentiator
Entry for Cc1cc(NC(=O)C(C)SCC(=O)OC(C)C(=O)Nc2ccccc2C)no1 (stereo not drawn) : -0.5%, 0, 1, 4, -0.3, -13, -3%, -7, 0
Entry for O=C(c1cn(Cc2ccccc2)nc1-c1cccnc1)N1CCc2ccccc2C1 : 0.4%, -2, -3, -1, -0.1, -3, ., 10, -3
Entry for CC(=O)c1c(C)nc(C)nc1NC(=O)C(C)C : 0.9%, -1, 0, 1, -0.5, -7, -13%, 10, 4
Entry for CCN(c1cccc(C)c1)S(=O)(=O)c1ccc2[nH]c(=O)c(=O)[nH]c2c1 : 0.3%, 4, -3, -2, 1.1, -4, -9%, -1, 3
Entry for CCCn1c(C(C)NC(=O)c2ccccc2)nc2ccccc21 (stereo not drawn) : 0.5%, 3, 16, 0, -0.9, -12, -1%, -28, -3

New compounds follow
SMILES	RXFP1 ag	TRHR PAM	RXFP1 antag	D1 agonist	TRHR ag	D2 PAM	Anesthetic bind	D1 antag	D1 potentiator
Cc1ccccc1OCc1nnc(SCC(=O)O)n1-c1cccc(Cl)c1	5.9%	3	-5	3	-0.2	-6	3%	12	-4
CCC(NC(=O)Nc1cc(OC)ccc1OC)c1c(-n2cccc2)sc2c1CCN(CC)C2 (stereo not drawn)	1.1%	-2	1	-1	0.3	.	-4%	0	3
COc1ccc(S(=O)(=O)N2CCOC2CNC(=O)C(=O)NCCN2CCOCC2)cc1 (stereo not drawn)	3.5%	3	-8	2	0.4	-8	-4%	1	9
CC(NC(=O)CCc1nnc(CCCc2ccccc2)o1)c1ccccc1 (stereo not drawn)	1.2%	0	-11	1	-1.0	-5	-11%	0	2
O=C(OCC(=O)N1CCCC1)c1cc(F)c(F)cc1Cl	2.2%	-2	-3	1	1.0	-7	-1%	4	13
COC(=O)COc1ccc(-c2nccc(-c3ccc(Br)cc3)n2)cc1	7.8%	16	-5	10	0.0	4	-7%	-4	-2
Cc1nc2cc3ccccc3cc2n1C	3.6%	5	-10	0	0.0	-2	0%	3	1
C=CCn1c(SCc2c(C)noc2C)nc2sc(C)c(C)c2c1=O	0.9%	-11	-25	6	1.0	.	38%[activator]	-15	-17
C/C(Cl)=C\CNC(C)c1ccccc1 (stereo not drawn)	1.6%	1	0	1	0.8	-9	-12%	-2	-5
Cc1cccc(NC(=O)CN2C(=O)N/C(=C/c3ccc(C)s3)C2=O)c1	-2.1%	10	-19	53*	14	8	-8%	-7	-5
Cc1[nH]nc2nc(SCC(=O)NC3CCCCC3)n(-c3ccc(Br)cc3)c(=N)c12	?	-3	5	1	-0.2	-1	-4%	-9	-6
CC(C)NC(=O)c1ccc(C2SCC(=O)N2Cc2ccccc2)cc1 (stereo not drawn)	0.1%	-15	-1	9	0.6	8	-14%	-5	-6
CC1(C)CC2CC(C)(CN2S(=O)(=O)c2cccc(C(=O)OCC(=O)NC(N)=O)c2)C1 (stereo not drawn)	0.6%	0	-7	0	0.0	.	.	-11	-5
CC(=O)N(c1nc(CCl)cs1)c1c(C)cc(C)cc1C	0.8%	-2	5	5	-0.4	-14	-12%	-13	-1
CCN1CCC(N(Cc2ccc3c(c2)OCO3)C(=O)Nc2cc(F)ccc2F)CC1	-2.0%	11	5	11	1.5	.	-5%	7	0
O=C1c2ccccc2C(=O)N1CCCc1cn(C[C@H]2CC[C@@H]([C@@H]3CC[C@H](Cn4cc(CCCN5C(=O)c6ccccc6C5=O)nn4)O3)O2)nn1	-0.7%	-7	.	2	-0.9	6	-18%	1	-1
O=C(Cc1ccc(Cl)cc1)N1CCN(c2ccc(F)cc2)CC1	2.9%	11	-29	12	-2.2	14	-13%	8	-6
CCOc1ccc(CN2CCNC(=O)C2CC(=O)N(C)CC2CCOCC2)cc1 (stereo not drawn)	1.1%	0	-8	2	0.7	4	-5%	3	6
CCOC(=O)C1(Cc2cccc(F)c2)CCN(C2CCOCC2)CC1	0.2%	2	8	4	1.7	.	-8%	9	2
O=C(OCC(=O)N1CCN(C(=O)c2ccco2)CC1)c1ccccc1O	0.4%	-5	3	1	-0.2	-2	-3%	-25	1
COc1ccc(-c2nn(-c3ccccc3)cc2/C=C2/SC(=S)N(Cc3ccco3)C2=O)c(C)c1	1.6%	-3	7	-1	-0.1	-21	-7%	4	5
CC1=CCC(C(=O)O)(C(=O)N/N=C/c2cccs2)C(c2ccc(F)cc2)C1 (stereo not drawn)	-2.4%	2	-3	0	0.2	-2	-22%	.	0
Cc1cc(C(=O)NCc2ccccc2)c(=O)[nH]c1C	3.6%	3	-4	2	0.4	7	-20%	2	0
CCOC(=O)Cc1csc(N)n1	0.2%	-5	29	-1	0.1	0	-9%	10	-4
CCOCCc1nnc(NC(=O)COC)s1	0.5%	-1	-3	2	0.0	1	4%	6	-2
CCCNC(=O)c1ccccc1NC(=O)c1ccccc1SC	-1.9%	-10	15	0	0.2	3	-17%	10	-11
COc1ccc(CN(Cc2ccco2)c2cnc(S(C)(=O)=O)nc2C(=O)Nc2ccc(C)cc2C)cc1	0.7%	0	3	3	0.1	3	-2%	-15	-1
CCn1cc(/C=C(\NC(=O)c2ccccc2OC)C(=O)NCCCn2ccnc2)c2ccccc21	-0.5%	-1	-8	-1	-0.6	-7	-13%	4	-4
C=CCN1C(=O)CSc2ccc(C(=O)NCc3cccs3)cc21	0.1%	0	-1	4	-0.7	6	-7%	-21	-3
Nc1nnc(SCc2ccc(F)cc2)s1	3.9%	-1	21	1	-0.5	4	?	0	-3
O=C(Nc1ccn(Cc2ccccc2F)n1)c1ccc(COc2ccccc2Cl)cc1	0.4%	1	4	10	1.9	-11	57%[activator]	1	-1
O=C(Nc1ccccc1N1CCOCC1)c1ccc([N+](=O)[O-])cc1	0.9%	-3	3	2	0.1	-8	-18%	25	1
COc1ccc(-c2nnc(SCC(=O)Nc3nncs3)o2)cc1	12%	-5	-13	2	-0.4	-4	1%	-2	-4
CCN(Cc1ccccc1)C(c1cc2cc(C)cc(C)c2[nH]c1=O)c1nnnn1CCOC (stereo not drawn)	0.5%	-2	-1	3	-0.3	-5	-14%	-3	-5
Cn1cccc1/C=C1/SC(=S)N(CC(=O)O)C1=O	1.6%	15	.	12	2.4	-14	-3%	-15	-4
CCn1cc(C(=O)NN)c(=O)c2cc(F)c(N3CCN(C)CC3)cc21	6.4%	8	5	2	1.0	-2	0%	3	5
C=Cc1ccc(Cn2c(C(=O)O)c(CNC3CCCCC3)c3ccc(OC)cc32)cc1	13%	-2	.	0	0.4	-12	?	0	-4
